Bioassay records from PubChem BioAssay.
HCV core dimer – blocks dimerization of HCV core protein; 0.33% of 300,000 active; AID 1899; TR-FRET GST/Flag-core106 dimerization, 1536-well; inhibition, % at 5 µM;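 active = inhibition above the mean of all tested compounds plus 3 SD, set per screening campaign, cut at about 45% in these data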
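test system = GST/Flag-tagged HCV core106 proteins | probe or stimulus = Eu donor and XL665 acceptor anti-tag antibodies | times = compound-protein-antibody incubation 4 h at 22.5 °C | signal = TR-FRET, excitation 340 nm, emission 617 and 671 nm | measure = percent inhibition of core106 dimerization signal | controls = wells lacking GST-core106 and wells with excess unlabelled core106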
Fh CTSL1 inh – blocks F. hepatica cathepsin L1 in PFM18AAP counter-screen; recombinant F. hepatica cathepsin L1, Z-Leu-Arg-MCA fluorescence; 0.49% of 300,000 active; inhibition, % at 5.96 µM;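 active = inhibition above the mean of all tested compounds plus 3 SD, set per screening campaign, cut at about 17% in these data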;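 also: 0% = plate median of test compound wells and 100% = 1 µM Z-Phe-Ala-diazomethylketone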
Efflux pump mplx – blocks antifungal efflux pumps in multiplex yeast assay; S. cerevisiae Candida pump triplex, Nile Red efflux; inhibition, % at 10 µM; 0.44% of 330,000 active; AID 485275;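 active = plate passing quality check with inhibition over a set limit, or well fluorescence over plate mean plus 4 SD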;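 also: Nile Red retained in pooled yeast measured as flow cytometry median fluorescence; 0% = buffer negative control and 100% = Enniatin B positive control; higher means more Nile Red kept so more efflux inhibition; some compounds called inactive have numbers as strong as hits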
TPT1 inhibitor – blocks Candida albicans tRNA 2'-phosphotransferase | AID 1962 | recombinant caTPT1, FP RNA substrate dephosphorylation | 0.81% of 300,000 active | inhibition, % at 5 µM;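 active = inhibition above the mean of all tested compounds plus 3 SD, set per screening campaign, cut at about 24% in these data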;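 also: plate controls were DMSO alone for no effect and ferristatin control at 100 nM for full effect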
PP1 counter – PP1-alpha (human) inhibition in PP5 counter-screen. P62136. purified PP1alpha, OMFP fluorescence. inhibition, % at 6.7 µM. 0.9% of 320,000 active;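 active = inhibition above the mean inhibition of all tested compounds plus 3 SD, computed separately for each screening campaign, cut at about 15% in these data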
ZTA DNA inh – counter-screen for EBNA-1 inhibitors: inhibitors of Epstein-Barr virus ZTA | P03206 | ZTA-DNA binding, fluorescence polarization | inhibition, % at 11 µM | 0.15% of 320,000 active | AID 2234; in the data active = inhibition above about 33%
Target sequence (P03206 whole entry, looked up): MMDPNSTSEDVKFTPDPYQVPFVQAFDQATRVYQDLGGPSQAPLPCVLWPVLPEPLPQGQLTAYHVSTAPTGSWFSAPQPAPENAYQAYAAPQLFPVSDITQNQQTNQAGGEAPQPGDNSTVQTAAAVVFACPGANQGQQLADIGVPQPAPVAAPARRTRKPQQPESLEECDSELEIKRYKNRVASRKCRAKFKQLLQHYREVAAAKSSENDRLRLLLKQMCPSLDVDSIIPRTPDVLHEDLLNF
PP5 inh – PP5 (human) phosphatase inhibition | P53041 | purified PP5c, OMFP substrate fluorescence | inhibition, % at 6.7 µM | 0.18% of 320,000 active | AID 1987;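 active = inhibition above the campaign's mean inhibition across all tested compounds plus 3 SD, cut at about 9.5% in these data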;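 also: 0% = DMSO only and 100% = 100 µM cantharidin control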
PREPL inh – human PREPL enzyme inhibition | recombinant PREPL, fluorescence polarization activity-based probe | 0.68% of 320,000 active | AID 2751 | inhibition, % at 5.96 µM; in the data active = inhibition above about 43%;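 also: 0% = enzyme with DMSO and 100% = wells lacking enzyme; many of its hits are not listed in these tables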
Target sequence (Q4J6C6 whole entry, looked up): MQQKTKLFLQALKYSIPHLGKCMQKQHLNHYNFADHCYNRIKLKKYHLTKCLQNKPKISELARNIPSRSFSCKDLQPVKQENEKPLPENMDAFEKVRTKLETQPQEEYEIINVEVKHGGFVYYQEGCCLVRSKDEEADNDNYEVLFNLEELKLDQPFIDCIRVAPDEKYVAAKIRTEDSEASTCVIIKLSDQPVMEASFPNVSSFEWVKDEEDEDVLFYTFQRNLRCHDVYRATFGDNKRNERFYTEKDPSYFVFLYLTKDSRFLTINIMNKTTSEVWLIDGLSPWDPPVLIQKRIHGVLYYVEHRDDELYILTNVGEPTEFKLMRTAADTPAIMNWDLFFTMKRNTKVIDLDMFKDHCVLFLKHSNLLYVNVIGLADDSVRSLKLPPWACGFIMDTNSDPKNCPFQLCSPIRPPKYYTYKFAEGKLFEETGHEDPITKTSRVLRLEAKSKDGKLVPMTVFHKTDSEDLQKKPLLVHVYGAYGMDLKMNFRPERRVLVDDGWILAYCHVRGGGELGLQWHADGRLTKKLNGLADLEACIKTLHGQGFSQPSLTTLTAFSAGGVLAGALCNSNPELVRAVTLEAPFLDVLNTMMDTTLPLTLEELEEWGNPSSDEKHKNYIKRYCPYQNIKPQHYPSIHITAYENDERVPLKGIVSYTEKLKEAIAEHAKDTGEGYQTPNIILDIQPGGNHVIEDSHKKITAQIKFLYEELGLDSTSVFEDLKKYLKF
EBNA-1 inh – blocks EBNA-1 binding to DNA. EBNA-1 DNA binding, fluorescence polarization. inhibition, % at 14.8 µM. 0.34% of 300,000 active. AID 1950; in the data active = inhibition above about 28%
The depositor's hits bear a star; nt = not tested or not shown; & = joins results of further samples. These rows are one share of the data; count on the stated rates, not on these rows.

SMILES | HCV core dimer | Fh CTSL1 inh | Efflux pump mplx | TPT1 inhibitor | PP1 counter | ZTA DNA inh | PP5 inh | PREPL inh | EBNA-1 inh
CC1CCC(NC(=O)Cn2cnc3sccc3c2=O)CC1 (stereo not given) | nt | nt | 0.0 | nt | -4 | -1 | -1.8 | -4 | nt
CCOC(=O)C1=C(C)NC2=C(C(=O)CCC2)C1c1cn(Cc2ccc(Cl)cc2Cl)nc1-c1ccccc1 (stereo not given) | 18 | 0 | -0.1 | -3 | 3 | 15 | 3.7 | 19 | -7
CCOC(=O)C(NC(=O)c1ccccc1)(Nc1cccc(C)n1)C(F)(F)F (stereo not given) | 7 | -5 | 0.3 | 3 | 2 | -10 | 4.4 | 13 | -29
CCN(CC(=O)Nc1ccc(OC)cc1)CC(=O)Nc1ccc(Br)cc1F | 2 | 1 | 0.0 | 2 | -3 | 11 | 2.4 | -15 | 3
CN1C(=O)C2(N=c3ccccc3=N2)c2ccccc21 | -1 | 0 | 0.2 | 1 | -5 | -3 | 3.6 | 12 | -12
C/C(=N\Nc1nc(N)cc(Cl)n1)c1cccc(N)c1 | -6 | -2 | -0.2 | 2 | 0 | -26 | 1.4 | 5 | 6
O=C(/C=C/c1ccc([N+](=O)[O-])cc1)c1cccnc1 | -5 | 0 | -0.2 | 2 | 5 | 2 | 3.7 | -4 | 0
Cc1ccc(C(=O)Nn2c(O)c(C=C3N=c4ccccc4=N3)sc2=S)cc1 | -3 | 4 | -0.1 | 6 | 3 | 6 | 3.2 | 15 | 4
CN(C)c1ccc(NC(=O)COC(=O)CNC(=O)c2cccs2)cc1 | nt | nt | -0.1 | nt | 0 | 5 | 0.7 | 14 | nt
COc1ccc(C(=O)Nc2ccc(Cl)cc2C(=O)N2CCCC(C)C2)cc1OC (stereo not given) | -3 | -7 | -1.0 | -2 | -1 | 8 | 2.4 | 4 | 4
CCn1cc(/C=C(/C#N)S(=O)(=O)c2ccccc2)cn1 | -7 | 2 | 0.1 | -1 | -4 | 5 | -2.0 | 3 | 1
COc1cccc(Oc2nc(N)ncc2[N+](=O)[O-])c1 | 4 | -2 | 0.0 | 0 | 0 | -4 | 2.4 | 9 | -17
COC(=O)[C@@H](Cc1ccccc1)NC(=O)NCCc1ccc(OC)c(OC)c1 | 6 | 3 | -0.1 | 0 | -4 | 5 | -1.8 | 1 | 13
CC1CCN(C2CCN(C(=O)c3ccccc3F)CC2)CC1 | -1 | 0 | -0.2 | -2 | 0 | 0 | 1.0 | 3 | 3
CCCC/C(O)=C1\C(=O)CCCC1=NCCc1c(C)[nH]c2ccc(OC)cc12 | -1 | -8 | 0.0 | -3 | 1 | -10 | 1.4 | 4 | -2
Cc1nn(CC(=O)NC2CCCC2)c(C)c1[N+](=O)[O-] | nt | nt | 0.3 | nt | 0 | -1 | 0.9 | 10 | nt
CC(OC(=O)c1ccc(NC(=O)CC#N)cc1)C(=O)Nc1nc(-c2ccccc2)cs1 (stereo not given) | 21 | -7 | 0.1 | 9 | 10 | 8 | 4.0 | -85 | 7
CCCCN(CCCNC(=O)C1CCN(S(=O)(=O)N2CCOCC2)CC1)c1ccccc1 | -4 | 0 | 0.2 | 0 | 1 | -3 | 1.0 | 17 | -13
O=C(NC1CC1)c1ccc(CS(=O)c2ccccc2)o1 (stereo not given) | 2 | -1 | 0.0 | -6 | 0 | 8 | 1.7 | 7 | -1
CC(=O)Nc1ccc(S(=O)(=O)N(C)CC(=O)OCCOc2cccc(C)c2)cc1 | 3 | -7 | 0.7 | 1 | -1 | 11 | -0.4 | -2 | -1
Nc1nonc1-n1nnc(C(=O)N/N=C/c2ccc(Cl)cc2)c1-c1ccc2c(c1)OCO2 | 13 | 3 | -0.1 | 1 | -3 | 17 | 1.1 | 2 | 16
COc1ccc(Cl)cc1N(CC(=O)N1CCCC1)S(=O)(=O)c1ccc(C)cc1 | 8 | 8 | 0.0 | 0 | 2 | 7 | -1.7 | 8 | 6
CC(C)=C1C2C=CC1C(C(=O)Nc1cccc(C)c1)C2C(=O)O (stereo not given) | 1 | 0 | 0.0 | 3 | 0 | -3 | 0.4 | 1 | 4
Cc1nc2cc(-c3cccs3)nn2c(NCC(C)(C)CN(C)C)c1C | 5 | 6 | -0.1 | -2 | -1 | 18 | 1.4 | 18 | 3
O=C1c2ccccc2NC(c2ccc(Br)o2)N1O (stereo not given) | nt | nt | -0.2 | nt | 1 | -20 | 2.6 | 21 | nt
CC1(C)CC(=O)C(C=NCCN2CCN(C(=O)C34CC5CC(CC(C5)C3)C4)CC2)=C(O)C1 | -2 | -4 | 0.0 | -5 | -2 | -4 | -0.8 | -3 | 3
O=C(NN=C1CCCCCCCCCCC1)c1ccncc1 | -13 | 3 | -0.1 | 0 | 1 | 1 | 0.0 | 9 | -6
CC1NC2(C(=O)N(Cc3ccccc3)c3ccccc32)C2C(=O)N(c3ccccc3)C(=O)C12 (stereo not given) | 6 | -3 | 0.3 | 1 | 0 | 2 | 0.4 | 9 | -5
O=C(Nc1cccc(S(=O)(=O)NC2=NCCC2)c1)c1ccc(=O)[nH]c1 | nt | nt | 0.0 | nt | -4 | 1 | 1.5 | 1 | nt
COc1cccc(OCC(O)CNC(C)c2ccccc2)c1 (stereo not given) | -1 | -1 | -0.3 | 0 | -5 | 7 | -0.8 | -2 | -8
Cc1ccc(C)c(S(=O)(=O)N2CCN(CC(=O)Nc3ccc([N+](=O)[O-])cc3)CC2)c1 | 6 | -3 | -0.1 | 2 | 6 | -8 | 3.2 | 15 | -6
COc1ccc(Cl)cc1NC(=O)N1CCN(CCc2ccccc2)CC1 | 0 | -8 | 0.3 | 1 | -3 | 18 | 0.7 | 1 | -2
Cc1ccc(O)c([C@H](CCN(C(C)C)C(C)C)c2ccccc2)c1 | -2&4 | 1&-3 | 0.0&-0.1 | 1&0 | -1&-4 | 12&2 | 1.5&-0.5 | -3&11 | 10&-5
COC(=O)C(Cc1ccccc1)NC(=O)c1ccc(NS(=O)(=O)c2ccc3[nH]c(=O)[nH]c3c2)cc1 (stereo not given) | nt | nt | 0.1 | nt | 0 | -5 | -0.1 | 12 | nt
CC(=O)C1=C(C)OC(N)=C(C#N)C1c1cc([N+](=O)[O-])ccc1Cl (stereo not given) | 3 | -1 | 0.3 | 3 | -4 | -12 | -1.3 | 3 | 0
CCCCOc1nc2ccccc2nc1C(C#N)C(=O)NC1CCCCC1 (stereo not given) | 0 | 6 | -0.1 | -4 | -3 | 11 | -0.3 | 3 | 2
COc1ccc(OC)c(C2C(C#N)=C(N)N(N(C)C)C3=C2C(=O)CCC3)c1 (stereo not given) | -2 | 1 | 0.1 | -2 | -3 | -2 | 1.4 | -5 | -6
Nc1c(C(=O)Nc2nccs2)sc2nc(-c3cccs3)cc(C(F)(F)F)c12 | 13 | -3 | 0.4 | 31* | 6 | -1 | 2.9 | 21 | -10
CCCN1CCN(c2nc3c([nH]2)c(=N)ncn3CC(O)CO)CC1 (stereo not given) | -3 | -5 | -0.1 | -1 | -2 | 0 | -2.3 | -1 | -1
N#Cc1nc(Cc2cccc3ccccc23)oc1NCCCN1CCOCC1 | -5 | -4 | 0.1 | -2 | 1 | -19 | 2.3 | 27 | -3

Reformatted with two lines to a compound: 9 of the compounds above
The line under a structure holds: HCV core dimer | Fh CTSL1 inh | Efflux pump mplx | TPT1 inhibitor | PP1 counter | ZTA DNA inh | PP5 inh | PREPL inh | EBNA-1 inh
> COc1ccc(Cl)cc1NC(=O)N1CCN(CCc2ccccc2)CC1
→ 0 | -8 | 0.3 | 1 | -3 | 18 | 0.7 | 1 | -2
> Cc1ccc(O)c([C@H](CCN(C(C)C)C(C)C)c2ccccc2)c1
→ -2&4 | 1&-3 | 0.0&-0.1 | 1&0 | -1&-4 | 12&2 | 1.5&-0.5 | -3&11 | 10&-5
> COC(=O)C(Cc1ccccc1)NC(=O)c1ccc(NS(=O)(=O)c2ccc3[nH]c(=O)[nH]c3c2)cc1 (stereo not given)
→ nt | nt | 0.1 | nt | 0 | -5 | -0.1 | 12 | nt
> CC(=O)C1=C(C)OC(N)=C(C#N)C1c1cc([N+](=O)[O-])ccc1Cl (stereo not given)
→ 3 | -1 | 0.3 | 3 | -4 | -12 | -1.3 | 3 | 0
> CCCCOc1nc2ccccc2nc1C(C#N)C(=O)NC1CCCCC1 (stereo not given)
→ 0 | 6 | -0.1 | -4 | -3 | 11 | -0.3 | 3 | 2
> COc1ccc(OC)c(C2C(C#N)=C(N)N(N(C)C)C3=C2C(=O)CCC3)c1 (stereo not given)
→ -2 | 1 | 0.1 | -2 | -3 | -2 | 1.4 | -5 | -6
> Nc1c(C(=O)Nc2nccs2)sc2nc(-c3cccs3)cc(C(F)(F)F)c12
→ 13 | -3 | 0.4 | 31* | 6 | -1 | 2.9 | 21 | -10
> CCCN1CCN(c2nc3c([nH]2)c(=N)ncn3CC(O)CO)CC1 (stereo not given)
→ -3 | -5 | -0.1 | -1 | -2 | 0 | -2.3 | -1 | -1
> N#Cc1nc(Cc2cccc3ccccc23)oc1NCCCN1CCOCC1
→ -5 | -4 | 0.1 | -2 | 1 | -19 | 2.3 | 27 | -3

Following part
SMILES | HCV core dimer | Fh CTSL1 inh | Efflux pump mplx | TPT1 inhibitor | PP1 counter | ZTA DNA inh | PP5 inh | PREPL inh | EBNA-1 inh
CCN(CC)C(=O)CSc1nc2c(sc(=S)n2-c2ccccc2)c(=O)[nH]1 | 7 | 0 | 0.0 | -1 | 1 | 0 | 2.6 | 2 | -1
O=C(/C=C/c1ccco1)N(Cc1cccc(Br)c1)C1CCS(=O)(=O)C1 (stereo not given) | 10 | 13 | 0.0 | 7 | -3 | -9 | 0.8 | -7 | 2
Cc1ccc(OCC(=O)NC(C)c2ccccc2)cc1 (stereo not given) | 11 | -2 | 0.1 | -1 | -5 | -22 | 1.0 | -6 | -12
Cc1ccc(NC(=O)CCNS(=O)(=O)c2cccc3nonc23)cc1Cl | -2 | 0 | 0.1 | -3 | -2 | 7 | 2.1 | 6 | 0
CCOC(=O)c1sc(NC(=O)CCN2C(=O)C3CCCCC3C2=O)cc1C (stereo not given) | nt | nt | 0.0 | nt | -1 | -4 | 3.6 | 0 | nt
COC(=O)c1cccc(C23CC4(C2)[C@H](CN(C)[C@@H]4c2ccccc2)C3c2ccccc2)c1 (stereo not given in full) | -21 | 7 | -0.1 | -1 | -2 | -13 | 2.7 | 7 | 1
O=C(Oc1ccccc1F)C1CCN(C(=O)c2ccc(F)cc2)CC1 | -9 | 0 | 0.0 | -4 | -4 | 8 | -0.5 | 11 | -2
Cc1csc2c(N3CCN(C(=S)Nc4ccc(C(F)(F)F)cc4)CC3)ncnc12 | -1 | -1 | -0.1 | 0 | 0 | -17 | 4.1 | -11 | -12
O=C(CN1C(=O)C2C3C=CC(C4CC34)C2C1=O)Oc1ccccc1 (stereo not given) | 0 | -3 | 0.0 | 0 | -4 | -6 | 1.3 | 14 | -12
O=C(CN1CCOCC1)Nc1ccccc1-c1ccccc1 | -5 | -3 | -0.1 | 3 | -2 | -8 | -0.7 | 2 | -2
CC1Cc2ccccc2N1C(=O)c1cccnc1 (stereo not given) | -3 | 2 | 0.1 | 0 | -3 | -9 | 0.5 | 4 | 14
Cc1ccc(-c2csc(NC(=O)c3cccc([N+](=O)[O-])c3)n2)cc1 | 14 | 0 | -0.1 | -7 | 0 | 14 | 0.7 | 0 | 3
O=C(Cc1sc(-c2ccccc2)nc1-c1ccccc1)Nc1ccccc1 | 13 | 3 | -0.1 | 0 | 3 | -7 | 2.3 | -2 | 0
